High-throughput results as filed in PubChem.
HSP90 refold inh: inhibitors of HSP90 luciferase refolding in rabbit reticulocyte lysate; luciferase refolding luminescence, 3 h; inhibition, % at 5.6 µM; actives 0.91% (n = 290,000); AID 1789;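 active = inhibition above the screen-wide mean plus 3 SD, computed separately per campaign, cut at about 16% in these data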;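 note: 0% = DMSO wells and 100% = 60 µM geldanamycin wells; inhibitors lower the luminescence because luciferase stays unfolded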
IEC-6 tox: kills IEC-6 intestinal cells in KLF5 counter-screen. IEC-6 cytotoxicity, luminescence viability. inhibition, % at 5 µM. actives 0.78% (n = 290,000). AID 1825; in the data active = inhibition above about 22%;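 note: 0% = plate median of test compound wells and 100% = cytotoxic reference compound wells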
AI-2 QS modul: Vibrio harveyi AI-2 quorum sensing modulation; activity change, % at 7.5 µM; AID 2094; Vibrio harveyi JMH597 AI-2 luminescence/OD600 ratio, 9 h; stronger effect = lower value; strain lacks LuxN and CqsS sensors; 0 = neutral-control median; actives 0.4% (n = 300,000); in the data active = activity change below about -75%, passing the limit was not always enough; inconclusive = no clear call, values can overlap the other calls;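 note: luminescence divided by OD600 gain over 9 h not by final OD600 alone; inactives centre near 13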
GSK3B inh: human GSK3beta kinase inhibition | AID 2097 | P49841 | actives 0.038% (n = 300,000) | GST-GSK3beta kinase, ADP-Glo luminescence, 60 min; stronger effect = lower value | activity score (negative = inhibition), % at 10 µM;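 active = more than half of replicate wells score below -50%, meaning over 50% inhibition versus plate controls; inconclusive = some replicates but at most half score below -50%; inactive = no replicate scores below -50%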;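 note: 0% = median DMSO wells and -100% = median GW8510 positive control wells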
Target sequence (P49841 whole entry, looked up): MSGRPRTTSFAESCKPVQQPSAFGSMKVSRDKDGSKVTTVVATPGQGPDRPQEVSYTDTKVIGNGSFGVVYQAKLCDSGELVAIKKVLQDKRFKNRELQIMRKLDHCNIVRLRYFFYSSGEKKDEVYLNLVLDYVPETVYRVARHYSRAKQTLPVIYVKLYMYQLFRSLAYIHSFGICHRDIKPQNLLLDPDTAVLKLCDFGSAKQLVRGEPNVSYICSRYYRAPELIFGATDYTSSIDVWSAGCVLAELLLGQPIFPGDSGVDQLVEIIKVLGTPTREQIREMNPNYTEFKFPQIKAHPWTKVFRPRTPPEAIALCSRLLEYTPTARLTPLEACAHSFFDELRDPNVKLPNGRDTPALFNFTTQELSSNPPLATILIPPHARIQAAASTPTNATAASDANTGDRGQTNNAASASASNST
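Test system – GST-tagged human GSK3beta kinase, cell-free · Incubation – 60 min enzyme reaction, room temperature · Signal – ADP-Glo luminescence · Also added – peptide substrate and ATP at 25 µM · Controls – DMSO neutral wells and GW8510 at 20 µM as positive · Buffer or medium – Tris/MgCl2 kinase buffer · Measure – Luminescence-derived activity versus plate DMSO and GW8510 wells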
HSF1 activator: increases HSF-1 driven luciferase reporter signal; NIH3T3-HGL HSF-1 luciferase reporter, MG132, 8 h; 100% = twice DMSO control signal; activation, % at 9 µM; actives 1.7% (n = 300,000); AID 504408;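 active = mean replicate activation of at least 50% with a set share of replicates each reaching 50%; inconclusive = only one of those two conditions met; inactive = mean below 50% and too few replicates reaching it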;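 note: 0% = median of the neutral control wells and 100% = twice that signal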
aSyn 5UTR inh: MLPCN primary screen, SNCA 5' untranslated region. inhibition, % (tested at 7.5 µM). alpha-synuclein 5'UTR reporter, inhibitor activity. actives 0.82% (n = 300,000); in the data active = inhibition above about 60%; inconclusive = no clear call, values can overlap the other calls;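 note: H4 neuroglioblastoma cells stably carrying SNCA 5'UTR luciferase fusion; 0% = DMSO wells and 100% = positive control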
KLF5 inhibitor: kruppel-like factor 5 inhibition; actives 0.23% (n = 290,000); DLD-1 KLF5 promoter-luciferase reporter, luminescence; inhibition, % at 5 µM;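 active = inhibition above a per-plate limit of that plate's mean compound inhibition plus 3 SD, cut at about 60% in these data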;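 note: 0% = DMSO wells and 100% = LY294002 at 200 µM; higher means less KLF5 promoter-driven luciferase light; inactives centre near -14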
GSK3 alpha inh: blocks human GSK-3 alpha kinase. P49840. ADP-Glo luminescence, 60 min. inhibition, % at 10 µM. actives 0.1% (n = 320,000);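 in the data active = inhibition above about 50%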;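 note: GST-tagged GSK-3 alpha with peptide substrate and 25 µM ATP; 0% = DMSO neutral wells and 100% = GW8510 positive control wells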
Target sequence (P49840 whole entry, looked up): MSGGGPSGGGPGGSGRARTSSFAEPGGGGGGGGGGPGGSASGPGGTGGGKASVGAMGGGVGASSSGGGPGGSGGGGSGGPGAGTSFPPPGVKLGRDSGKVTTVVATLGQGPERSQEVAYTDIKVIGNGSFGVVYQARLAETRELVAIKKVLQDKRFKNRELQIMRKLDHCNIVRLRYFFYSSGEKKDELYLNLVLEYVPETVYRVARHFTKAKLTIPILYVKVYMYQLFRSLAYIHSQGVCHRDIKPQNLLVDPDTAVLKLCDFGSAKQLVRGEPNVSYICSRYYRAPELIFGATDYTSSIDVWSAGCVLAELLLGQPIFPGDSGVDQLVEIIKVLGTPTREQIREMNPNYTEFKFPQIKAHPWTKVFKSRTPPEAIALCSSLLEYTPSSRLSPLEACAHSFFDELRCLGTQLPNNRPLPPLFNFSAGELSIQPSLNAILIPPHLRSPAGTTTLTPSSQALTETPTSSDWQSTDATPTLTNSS
HIF act: HIF pathway transcriptional activation. U2OS HRE-luciferase reporter, luminescence; normalized: DMSO 0%, desferrioxamine 100%. activation, % at 7.5 µM (by protocol). actives 0.32% (n = 300,000);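 active = mean activation of at least 10% of the iron chelator positive control signal, with at least half of replicates also reaching 10%; inconclusive = mean and replicate majority disagree about reaching 10%; inactive = mean and most replicates under 10%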
HSF1 inh: HSF1 inhibition | NIH3T3-HGL HSE-luciferase, MG132-induced, luminescence 8 h; stronger effect = lower value | activity change, negative = inhibition, % at 7.5 µM (by protocol) | actives 0.77% (n = 300,000);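 active = more than half of replicate wells show activity change below -50%, luminescence cut by over half; inconclusive = some wells, but at most half, below -50%; inactive = no replicate well below -50%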;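 note: luciferase reports HSF-1 transcriptional activity via heat shock element; 0% = median of DMSO wells and -100% = zero luminescence signal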
* hit, by the source's call; ? = inconclusive; / = no result given.

(1) CC(=O)Nc1nnc(SCC(=O)N2CCc3ccccc32)s1
(2) CC(=O)Oc1ccc(/C=C2/C(=O)N(c3ccccc3)N=C2C)cc1
(3) COc1ccc(C(=O)NNC(=O)C2CC=CCC2)cc1 (stereo not drawn)
(4) Cc1ccc(NCCC(=O)c2cccs2)cc1Cl
(5) CC(C)CCN1CCN(Cc2ccc(Sc3nncn3C)o2)CC1CCO (stereo not drawn)
(6) CC(C)c1ccc(NC2=CC(=O)CC(C)(C)C2)cc1
(7) O=C1C2CCCCN2C(=O)N1CCCCN1CCN(c2ccc(F)cc2)CC1 (stereo not drawn)
(8) COCCCNC(=S)NNC(=O)c1cc(C2CC2)nc2ccccc12
(9) Nc1c(C(=O)NCc2ccc3c(c2)OCO3)nnn1CC(=O)Nc1ccc(Br)cc1
(10) CCc1cc2c(C)cc(=O)oc2cc1OC(=O)C1CCCN1C(=O)OC(C)(C)C (stereo not drawn)

Compound	1	2	3	4	5	6	7	8	9	10
HSP90 refold inh	6	6	0	-1	-1	1	-1	1	0	-5
IEC-6 tox	6	1	0	1	-9	-6	-3	2	7	-1
AI-2 QS modul	-1	-8	11	-2	13	0	12	7	13	12
GSK3B inh	-4	-5	0	2	2	0	0	-1	-1	-1
HSF1 activator	15	3	7	?	/	17	8	-3	-26	5
aSyn 5UTR inh	-13	15	-39	-87	-9	-40	-14	-12	48	2
KLF5 inhibitor	-7	-16	-40	-25	-1	-58	-13	6	10	2
GSK3 alpha inh	0	-3	-2	-2	-3	-1	-2	-1	1	4
HIF act	2.6	-0.5	1.0	3.6	0.0	0.5	0.8	-0.3	-1.7	0.2
HSF1 inh	11	6	-1	25	/	6	2	-2	-27	-1

(11) Cc1oc2nc(SCCCC(=O)NCCO)nc(N)c2c1C
(12) O=c1[nH]nc(-c2ccc(F)cc2)cc1-c1ccccc1
(13) OC(COc1ccc(OCc2ccccc2)cc1)CN1CCOCC1 (stereo not drawn)
(14) COc1ccc(N2C(=O)[C@@H]3[C@H](C2=O)[C@H]2C=CC=NN2[C@@H]3C(=O)Nc2ccc(Cl)cc2)cc1
(15) Cc1cc(NC(=O)CCC(=O)N(c2ccc(F)cc2)C(C(=O)NC2CCCC2)c2cccnc2)no1 (stereo not drawn)
(16) C=C1CCN([C@@H](CC(C)C)C(=O)NN2CCOCC2)S(=O)(=O)c2ccccc21
(17) O=C(O)c1cccc(CN2C(=O)S/C(=C/c3cccc([N+](=O)[O-])c3)C2=O)c1
(18) S=C(Nc1ccccc1)Nc1ccccc1-n1cccc1
(19) COc1ccc(CCNc2ccncn2)cc1OC
(20) COCCCNC(=S)N1CCCC(c2nc3cc(C)c(C)cc3[nH]2)C1 (stereo not drawn)

Compound	11	12	13	14	15	16	17	18	19	20
HSP90 refold inh	5	-4	-1	2	6	/	2	3	-5	1
IEC-6 tox	7	-9	5	-1	2	/	-1	4	1	4
AI-2 QS modul	-5	23	30	5	17	4	24	20	15	18
GSK3B inh	3	-2	2	-1	0	-6	1	-5	6	2
HSF1 activator	5	7	-4	7	0	-7	6	21	-5	9
aSyn 5UTR inh	6	-3	-5	0	16	-28	8	13	-26	-4
KLF5 inhibitor	-1	-32	-37	-32	-4	/	-10	-34	-3	-4
GSK3 alpha inh	6	0	0	-3	0	1	4	/	0	-2
HIF act	-0.1	2.3	0.6	-0.4	0.0	-0.2	0.2	1.3	-0.2	0.2
HSF1 inh	-2	2	1	7	0	-7	7	4	-5	5

4 compounds from above, limited to GSK3 alpha inh and HSF1 inh.
cpd	SMILES	GSK3 alpha inh	HSF1 inh
17	O=C(O)c1cccc(CN2C(=O)S/C(=C/c3cccc([N+](=O)[O-])c3)C2=O)c1	4	7
19	COc1ccc(CCNc2ccncn2)cc1OC	0	-5
15	Cc1cc(NC(=O)CCC(=O)N(c2ccc(F)cc2)C(C(=O)NC2CCCC2)c2cccnc2)no1 (stereo not drawn)	0	0
11	Cc1oc2nc(SCCCC(=O)NCCO)nc(N)c2c1C	6	-2

Carrying on.
(21) O=[N+]([O-])c1cccc(-c2nnc(CNC3CC3)o2)c1
(22) Cc1ccc(C2=C/C(=C/c3cccs3)C(=O)O2)cc1
(23) O=C(C1=COCCO1)N1CCN(S(=O)(=O)c2cccc(Cl)c2Cl)CC1
(24) Cc1nc(SCc2ccc([N+](=O)[O-])cc2)nc2ccccc12
(25) COc1cc(CNC2CCCCCCC2)cc(Br)c1OCC#N
(26) CCOC(=O)c1c(CN2CCCCC2)n(C)c2cc(Br)c(O)c(CN(C)C)c12
(27) CCC(=O)c1ccccc1OCCCN1C(=O)NC(C)(C)C1=O
(28) Cc1cc(C(F)(F)F)cc(NNC(=O)NC(=O)c2ccccc2Cl)n1
(29) COc1ccc(NC(=O)NCCC2=CCCCC2)cc1
(30) COC(CNc1nc(SC)nc2sc3c(c12)CCN(C)C3)OC

Compound	21	22	23	24	25	26	27	28	29	30
HSP90 refold inh	-3	4	0	-1	-4	3	3	3	-4	-1
IEC-6 tox	5	-4	7	-11	2	0	7	-1	-3	-2
AI-2 QS modul	9	-4	11	9	24	4	3	13	24	18
GSK3B inh	1	-4	-1	-2	-1	2	-1	-4	-5	-15
HSF1 activator	?	-14	32	24	10	5	-7	14	72*	-6
aSyn 5UTR inh	-10	-28	-2	30	0	27	2	7	-131	0
KLF5 inhibitor	-3	-31	-7	-29	-28	-13	-15	5	-96	-16
GSK3 alpha inh	-2	-1	0	-1	0	-1	-1	0	-1	25
HIF act	-0.4	2.0	0.0	0.1	-0.7	-0.1	-0.2	-0.2	1.5	1.2
HSF1 inh	15	1	9	12	-5	-3	2	-2	34	-11

(31) CCOc1ccc2nc(SCC(=O)N(CCOC)c3c(N)n(Cc4ccccc4)c(=O)[nH]c3=O)[nH]c2c1
(32) CSc1nc(-c2ccco2)nn1C(=O)Cc1ccccc1
(33) O=C(c1cc(COc2ccc(F)cc2Cl)on1)N1CCN(C2CCCC2)CC1
(34) COc1cccc(Nc2ncc(C(=O)O)c3ccccc23)c1
(35) O=C(O)/C=C/c1cn(Cc2ccccc2)nc1-c1cccnc1
(36) COc1ccc(C(NC(C)=O)c2ccc3cccnc3c2O)c(OC)c1 (stereo not drawn)
(37) Cc1ccccc1-c1nnn(CC(=O)Nc2ccc3c(c2)OCO3)n1
(38) COC(=O)c1sc2nc(C)nc(SCC(=O)C(C)(C)C)c2c1C
(39) COc1ccc(C(CCN2CCCC2)c2c(OC)cc(OC)c3c(-c4ccccc4)cc(=O)oc23)cc1 (stereo not drawn)
(40) CCNC(=S)NCc1ccc(Cl)cc1

Compound	31	32	33	34	35	36	37	38	39	40
HSP90 refold inh	/	3	1	10	0	/	11	12	/	-2
IEC-6 tox	/	2	1	5	5	/	10	-1	/	3
AI-2 QS modul	8	36	19	15	24	-6	-2	26	24	18
GSK3B inh	0	0	1	2	1	0	2	1	-2	-2
HSF1 activator	-1	-2	1	2	-15	7	-14	-38	0	2
aSyn 5UTR inh	29	2	-29	-10	-5	83*	-17	-34	2	-3
KLF5 inhibitor	/	5	-11	-9	-9	/	2	-2	/	-1
GSK3 alpha inh	-1	-1	-1	11	-5	1	-3	0	11	-13
HIF act	-0.8	-16	0.7	-0.3	-0.1	65*	-0.4	1.4	-0.1	-0.2
HSF1 inh	0	-1	0	-1	-1	2	-2	-20	5	-7

Record cards, as listed above. Order of screens: HSP90 refold inh	IEC-6 tox	AI-2 QS modul	GSK3B inh	HSF1 activator	aSyn 5UTR inh	KLF5 inhibitor	GSK3 alpha inh	HIF act	HSF1 inh
Results for `COC(=O)c1sc2nc(C)nc(SCC(=O)C(C)(C)C)c2c1C` = 12	-1	26	1	-38	-34	-2	0	1.4	-20
Results for `COc1cccc(Nc2ncc(C(=O)O)c3ccccc23)c1` = 10	5	15	2	2	-10	-9	11	-0.3	-1

More entries follow.
(41) Cc1ccc2nc(N3CCN(C)CC3)c(C=O)c(=O)n2c1
(42) COc1ccc(-c2cc(C(=O)Nc3nc4c(C)cccc4s3)c3ccccc3n2)cc1OC
(43) CCCCNC(=S)Nc1ccccc1Cc1ccccc1
(44) Cc1ccc(S(=O)(=O)CCSc2nccn2C)cc1
(45) Cc1ccc(C(=O)N2CCC(C(=O)NCc3cccnc3)CC2)cc1
(46) Cc1ccc(N2NC(=O)/C(=C/C=C/c3ccco3)C2=O)cc1C
(47) CC(=O)Cc1nsc(Nc2cccc(C)c2)n1
(48) CN1C(=O)C(=O)/C(=C(/O)c2ccccc2)C1c1ccc([N+](=O)[O-])cc1 (stereo not drawn)
(49) Cn1c(SCc2n[nH]c(=S)o2)nnc1-c1ccccc1

Compound	41	42	43	44	45	46	47	48	49
HSP90 refold inh	0	-2	9	4	-8	-1	-3	-3	-5
IEC-6 tox	-3	1	10	7	-4	0	1	1	8
AI-2 QS modul	16	30	8	3	32	17	17	14	30
GSK3B inh	3	4	-2	4	-1	0	-6	-3	-2
HSF1 activator	4	3	11	-1	-1	34	/	-5	-8
aSyn 5UTR inh	15	-4	-13	7	-7	-52	/	14	6
KLF5 inhibitor	-17	13	-24	-18	-41	-6	-16	-31	-21
GSK3 alpha inh	0	/	-3	0	-3	1	1	-1	0
HIF act	-0.1	-0.1	-0.1	0.1	0.2	0.1	/	-1.7	-0.3
HSF1 inh	-2	3	0	-3	5	14	/	0	-7
